Avidin bead fluor: compound fluoresces at 488/530 nm on avidin beads; actives 0.38% (n = 220,000); compound fluorescence 488/530 nm, flow cytometry; hits give high values; AID 1775; fluorescence (KMESF) at 10 µM; in the data active means fluorescence above about 47; further: inactives centre near 10
Pf gamet viab: inhibitors of late stage P. falciparum gametocyte viability | P. falciparum stage V gametocytes, ATP luminescence, 24 h | inhibition, % at 10.9 µM | actives 0.065% (n = 150,000) | AID 743093;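 active means inhibition above the mean plus 3 SD of compounds within the control limits, set per campaign, cut at about 38% in these data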;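 further: 0% = DMSO wells and 100% = medium only without gametocytes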
Mcl1 Noxa PPI: Mcl-1/Noxa interaction inhibition. Q07820. TR-FRET Mcl-1/Noxa peptide binding, 2 h. inhibition, % at 21.7 µM. actives 1.5% (n = 220,000). AID 1022;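 active means compounds that cut the protein-peptide binding signal by more than 50% relative to plate controls in a single-dose test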;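 further: His-tagged Mcl-1 with rhodamine Noxa BH3 peptide and terbium anti-His antibody; 0% = Mcl-1 plus Noxa peptide wells and 100% = peptide-only wells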
Target sequence (Q07820 whole entry, looked up): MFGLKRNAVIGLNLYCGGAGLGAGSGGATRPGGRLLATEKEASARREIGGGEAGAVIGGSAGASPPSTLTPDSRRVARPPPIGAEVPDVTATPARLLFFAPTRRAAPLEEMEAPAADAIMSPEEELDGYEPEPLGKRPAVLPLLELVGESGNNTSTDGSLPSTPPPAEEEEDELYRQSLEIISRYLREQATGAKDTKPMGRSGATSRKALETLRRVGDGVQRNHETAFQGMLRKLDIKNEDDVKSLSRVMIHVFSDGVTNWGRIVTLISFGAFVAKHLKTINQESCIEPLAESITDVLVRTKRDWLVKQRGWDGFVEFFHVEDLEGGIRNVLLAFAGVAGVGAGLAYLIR
Mcl1-Bid inh: disrupts binding of human Mcl-1 to Bid peptide. Q07820. TR-FRET Mcl-1/Bid-Dy647 peptide binding, 1536-well. inhibition, % at 21.7 µM. actives 0.97% (n = 220,000);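 active means compounds that cut the binding signal by more than half at the single screening dose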;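 further: His-tagged Mcl-1 with europium anti-His antibody binding Bid BH3 peptide; 0% = Mcl-1 plus peptide wells and 100% = peptide-only wells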
* marks the source's active call; other numbers are inactive results.

Value order: Avidin bead fluor	Pf gamet viab	Mcl1 Noxa PPI	Mcl1-Bid inh
> O=C(CN1CCN(Cc2ccccc2)CC1)N/N=C/c1ccccc1F
→ 8	17	-17	-21
> Cc1oc2cc([N+](=O)[O-])c(O)c([N+](=O)[O-])c2c1C(=O)c1ccc(Cl)cc1
→ 8	25	18	10
> Cn1c(=O)c2c(nc(Sc3ccccc3N)n2C)n(C)c1=O
→ 6	-16	10	-9
> Cn1c(SCC(=O)Nc2ccc(Cl)cc2)nc(O)cc1=O
→ 8	14	-13	-38
> CC1CC(=O)Nc2ccccc2N1S(=O)(=O)c1ccc(Cl)cc1 (stereo not drawn)
→ 6	13	6	-6
> O=C(O)c1ccccc1-c1ccccc1C(=O)Nc1cccc(Br)c1
→ 8	-2	8	-4
> COC(=O)c1ccc(NC(=O)[C@H](C)NC(N)=O)cc1
→ 6	-16	-22	0
> c1ccc(C2CC(c3cccs3)=NN2c2ccccc2)cc1 (stereo not drawn)
→ 4	-23	-6	-9
> O=c1c2c([nH]c3ccccc13)CCCCC2
→ 7	15	4	-22
> C=C(C)C(=O)Nc1cccc(C2=NOC3(C2)C[C@@H](C(N)=O)N(C(=O)[C@H]2CCC(=O)N2)C3)c1 (stereo partly drawn)
→ 8	-37	20	-61
> CC1CN(Cc2c(O)ccc3c2oc(=O)c2ccccc23)CC(C)O1 (stereo not drawn)
→ 7	4	-52	32
> O=C(Nc1cccc2ccccc12)C(=O)C1C(=O)Nc2ccccc21 (stereo not drawn)
→ 4	4	-48	-61
> CCN(c1ccccc1)S(=O)(=O)c1ccc(Cl)c(NC(=O)CN2C(=O)NC3(CCCC3)C2=O)c1
→ 8	15	12	-17
> O=C1C(Cl)=C(NS(=O)(=O)c2ccc([N+](=O)[O-])cc2)C(=O)c2ccccc21
→ 7	-14	28	-4
> CSc1nnc2c(n1)OC=Nc1ccc(Br)cc1-2
→ 7	10	22	-6
> CCOC(=O)c1csc(-c2snnc2C)n1
→ 4	14	14	-9
> C/C(=N\NC(=O)CCn1nnc2ccccc21)c1ccco1
→ 6	-5	15	28
> S=c1[nH]ccn1-c1cccc(Cl)c1Cl
→ 8	6	-20	-53
> CN(C(=O)CSc1nnc(-c2ccncc2)n1-c1ccccc1)C1CCS(=O)(=O)C1 (stereo not drawn)
→ 22	12	9	-41
> CC1CCc2c(sc(/N=C/c3cccnc3)c2C(N)=O)C1 (stereo not drawn)
→ 7	-20	9	-40
> COc1ccc2[nH]c(C(=O)Nc3ccccc3Cl)cc2c1
→ 5	-9	-10	-6
> CCCC/C(O)=C1\C(=O)CCCC1=NCCc1c(C)[nH]c2ccc(OC)cc12
→ 6	-26	7	-65
> CCOC(=O)C1=NNC2C(=O)N(Cc3ccccc3)C(=O)C12 (stereo not drawn)
→ 6	17	5	-7
> CCOC(=O)C1CCCN(c2c(NCCC(C)C)c(=O)c2=O)C1 (stereo not drawn)
→ 5	12	6	-30
> Fc1ccc(-c2nc(-c3cnccn3)no2)c(Cl)c1
→ 6	-6	14	-5
> COCCN=C1Sc2nc3cc(C)c(C)cc3cc2CN1Cc1cccs1
→ 8	-7	-46	-45
> COc1ccc([C@@H]2OC2(C(N)=O)C(N)=O)cc1
→ 9	14	-15	-22
> Nc1cc(=O)[nH]c(SCC(=O)Nc2cccc([N+](=O)[O-])c2)n1
→ 8	0	-9	-60
> COc1ccc(C(CCN2CCN(c3ccccc3)CC2)c2c(OC)cc(OC)c3c(-c4ccccc4)cc(=O)oc23)cc1 (stereo not drawn)
→ 13	-65	-4	-67
> CCCCc1nnc2c(N(C)S(=O)(=O)c3ccc(C)cc3)nc3ccccc3n12
→ 6	11	5	-23
> Cc1ccc2[nH]c3c(Cl)ncnc3c2c1
→ 7	23	1	-11
> CC(C)Oc1ccc(CCC(=O)NNC(=S)Nc2ccccc2)cc1
→ 5	-3	-29	-191
> C(=N\N1CCN(Cc2cccc3ccccc23)CC1)/c1cccs1
→ 8	22	-1	-46
> O=S(=O)(Nc1ccc(N2CCCCC2)cc1)c1ccccc1F
→ 3	-10	-23	-9
> O=S(=O)(Oc1ccc(Cl)cc1)c1cccc2cccnc12
→ 3	12	-9	-6
> COc1cc2c(cc1O)[C@@H]1Cc3cc(OC)c(OC)cc3C(C2)N1C
→ 7	-24	-13	-62
> c1ccc(Oc2nc(-c3ccccn3)nc3ccccc23)cc1
→ 5	6	-2	-24
> Cc1[nH]c2ccccc2c1CC#N
→ 7	-8	-16	-46
> N#Cc1c(-c2cccs2)nc(SCC(=O)c2ccc(Br)cc2)[nH]c1=O
→ 7	-12	50	-10
> O=C(O)c1ccc(-n2ncc3c2/C(=C/c2cccc([N+](=O)[O-])c2)CC3)cc1
→ 20	5	32	-7
> CN(Cc1cn(C)nc1-c1ccccc1F)CC1CCN(Cc2ccccc2)CC1
→ 4	-26	-7	-69
> COCCn1cnc2c1c(=O)n(CC(=O)c1ccc3c(c1)OCCO3)c(=O)n2Cc1ccccc1
→ 12	7	-16	-14
> CCOC(=O)C(CCCP(=O)(c1ccccc1)c1ccccc1)(NC(C)=O)C(=O)OCC
→ 5	-5	3	14
> O=C(CSc1ncc(S(=O)(=O)c2ccccc2)c(=O)[nH]1)Nc1ccccc1Cl
→ 6	-14	14	-2
> COCCNc1nc(C)cc(-c2cc(C(=O)NCc3ccccc3)on2)n1
→ 10	4	18	-6
> COC(=O)c1sc(-c2ccc(Cl)cc2)cc1NC(=O)/C=C/C(=O)O
→ 6	-2	-2	5
> O=C(O)c1ccccc1C(=O)N1CCc2c([nH]c3ccccc23)C1C(F)(F)F (stereo not drawn)
→ 6	18	21	1
> O=C(Nc1c(O)c2ccccc2[nH]c1=O)c1ccco1
→ 8	9	-14	-50
> CC1c2ccsc2CCN1S(=O)(=O)c1cccs1 (stereo not drawn)
→ 11	11	11	18
> CN(C)c1cc(-c2ccc(Cl)c(Cl)c2)oc(=O)c1Cl
→ 10	-7	3	21
> COc1ccc(CCNC(=O)COc2ccccc2[N+](=O)[O-])cc1OC
→ 8	-20	11	-50
> N#C/C(=C\Nc1ccc(Cl)cn1)S(=O)(=O)c1ccccc1
→ 7	-14	7	-1
> Cc1ccc(C)c(N2CN(CCC3=CCCCC3)CNC2=S)c1
→ 6	-14	-2	-19
> CN(CC(=O)NCc1cccnc1)S(=O)(=O)c1ccccc1
→ 9	-18	-12	-5
> CCOC(=O)/C(=N/Nc1ccccc1OC)N1CCCc2ccccc21
→ 4	-4	29	-77
> N#Cc1ccc(Sc2ccccn2)c([N+](=O)[O-])c1
→ 6	-45	10	-5
> CCOC(=O)N1CCC(Nc2c(NCCCN3CCN(c4ccc(OC)cc4)CC3)c(=O)c2=O)CC1
→ 7	9	14	-40
> COC(=O)c1cnc(NNC(=O)c2ccc([N+](=O)[O-])cc2)nc1C(F)(F)F
→ 3	2	24	-30
> COc1ccc(C([O-])=Nc2ccc[n+](-c3nc4ccccc4nc3NS(=O)(=O)c3ccccc3)c2)cc1
→ 4	-19	0	-11
> O=C(Nc1ccc(F)cc1)Nc1ccc(NC(=O)c2ccccc2O)cc1
→ 7	17	23	-27

(list continues)
Value order: Avidin bead fluor	Pf gamet viab	Mcl1 Noxa PPI	Mcl1-Bid inh
> C=CCCCCCCCCc1nc(SCC(=O)O)n[nH]1
→ 4	-19	0	-9
> Cc1ccc(F)cc1NC(=O)N1CCN(c2ccnc3cc(Cl)ccc23)CC1
→ 7	-58	23	-31
> COc1ccccc1NC(=O)Nc1sccc1-c1nc2ccccc2s1
→ 5	-9	4	-10
> CCOc1cccc(C2C(C#N)=C(N)Oc3cc(C)[nH]c(=O)c32)c1OCC (stereo not drawn)
→ 4	8	8	-72
> CCn1c2ccccc2c2cc(NC(=O)c3coc(=O)c(Br)c3)ccc21
→ 11	-9	69*	38
> OCCCNc1nc(-c2ccccc2)nc2c1oc1ccccc12
→ 10	7	27	3
> C/C(CC(C)C)=N/Nc1ccc([N+](=O)[O-])cc1[N+](=O)[O-]
→ 10	0	-1	2
> CN1C2=NCCN2C(=O)c2cc(Cl)ccc21
→ 3	-87	-11	-34
> O=C(COc1ccc(Br)cc1)NCc1cn2ccccc2n1
→ 8	9	-20	-60
> O=c1[nH]c(CSc2ncnc3sccc23)nc2ccccc12
→ 6	-5	1	-24
> O=S(=O)(c1ccc(F)cc1F)N1CCCN(c2ccc(C(F)(F)F)cn2)CC1
→ 5	7	1	-2
> O=C(N/N=C/c1cccnc1)c1cccc(N2CCCC2=O)c1
→ 3	-9	-4	-3
> Cc1cccc(C(=O)NC(C)C(c2cccs2)N2CCOCC2)c1 (stereo not drawn)
→ 9	1	-6	-11
> Cc1cc(=O)[nH]c(SCC(=O)Nc2ccccc2[N+](=O)[O-])n1
→ 3	19	8	3
> S=c1[nH]nc(-c2cc(-c3ccccc3)n[nH]2)n1/N=C/C(Br)=C/c1ccccc1
→ 7	12	76*	-93
> CCCCC(=O)NNC(=O)CC(=O)Nc1ccccc1C(=O)O
→ 7	26	12	13
> NNC(=O)c1ccc(COCC(F)(F)F)cc1
→ 13	8	3	-2
> Cc1c(-c2ccc(/C=N/NC(=O)C(=O)Nc3ccccc3F)o2)cccc1[N+](=O)[O-]
→ 7	12	4	-2
> CCOC(=O)C1=C(O)C(=O)N(C2CCCCC2)C1
→ 17	3	2	-4
> CCn1c(C)nc2cc(C(=O)N3N=C(CCOC)CC3(O)C(F)(F)F)ccc21 (stereo not drawn)
→ 8	2	4	-26
> O=C(c1ccc(Cl)c([N+](=O)[O-])c1)N(Cc1ccc(F)cc1)C1CCS(=O)(=O)C1 (stereo not drawn)
→ 7	-39	-18	-23
> Cn1ccc(C(=O)NC(=S)N2CCSCC2)n1
→ 5	-5	10	-2
> COc1ccc(C(=O)C2CCCN(Cc3cnc(N4CCOCC4)s3)C2)cc1F (stereo not drawn)
→ 6	-15	0	-39
> COc1cc(/C=N/N=C(\N)c2nonc2N)cc(OC)c1O
→ 4	-6	9	-98
> CCN(CC)CCNCC(=O)Nc1ccc(Oc2ccccc2)cc1
→ 9	5	21	-3
> O=C(Nc1ccc(Cl)cc1)Nc1csc([N+](=O)[O-])c1
→ 6	-19	16	9
> O=C(C1=C(O)C(=O)N(c2ncccn2)C1c1ccc(F)cc1)c1ccco1 (stereo not drawn)
→ 9	-5	8	-30
> C=CCC(CC(O)COCCC)C(=O)NNC(=S)Nc1ccccc1 (stereo not drawn)
→ 9	6	-14	-85
> O=[N+]([O-])c1ccc(OCC(O)CNCCNc2nccc(C(F)(F)F)n2)cc1 (stereo not drawn)
→ 4	10	11	-1
> O=C(NCc1ccc2c(c1)OCO2)C1CCC(=O)N1C1CCCCC1 (stereo not drawn)
→ 8	-8	13	-29
> CCc1c(-c2ccccc2)[n+](=O)c2c(n1[O-])CCC2
→ 6	-32	0	-13
> Cc1onc(-c2ccccc2)c1-c1ccnc(N)n1
→ 15	3	-2	-12
> CC(c1nc2ccccc2c(=O)[nH]1)N(C)CCOc1ccc(Cl)cc1 (stereo not drawn)
→ 6	-10	16	-10
> COc1cc(/C=C(\C#N)c2nc3ccccc3o2)ccc1O
→ 7	9	32	-80
> C/C=C\C(=O)Nc1cccc(C2=NOC3(C2)C[C@H](C(N)=O)N(C(=O)Cc2ccc([N+](=O)[O-])cc2)C3)c1 (stereo partly drawn)
→ 8	-31	7	-19
> CC(C)CCOP(=O)(c1ccc(N(C)C)cc1)C(Nc1ccccc1)c1ccc(N(C)C)cc1 (stereo not drawn)
→ 7	-20	3	-28
> CCC(=O)N(C)CCc1cc2c(c(OC)c1/C=N/NC(=O)[C@H]1C[C@@H]1c1ccccc1)OCO2
→ 5	4	-1	-19
> NC(=S)Nc1ccc(Cl)c(Cl)c1
→ 8	12	-3	-61
> COc1ccc(C(=O)/C=C/Sc2nc3ccccc3o2)cc1
→ 7	2	4	-19
> CC(C)=NN1C(c2nonc2N)=NOC1(C)C
→ 9	15	14	-10
> CC(=O)/C(=N/Nc1ccccc1[N+](=O)[O-])N1CCCc2ccccc21
→ 6	-4	-3	1
> COc1cccc(/C=N/n2nnnc2N)c1
→ 11	-29	-11	1
> Cn1c(SCC(=O)c2ccccc2)nnc1-c1ccccn1
→ 5	0	7	10
> Cn1cc(CN2CCC(C(O)c3cccs3)CC2)c(-c2ccccc2F)n1 (stereo not drawn)
→ 8	0	18	7
> Cc1cc(=O)n2c(-c3ccc(Cl)cc3)csc2n1
→ 7	10	17	-5
> Cc1ccc(C(=O)NNc2ncnc3ccccc23)cc1
→ 6	-14	2	-74
> CCOc1ccccc1N1CCN(Cc2cn[nH]c2-c2ccc(F)cc2)CC1
→ 5	5	1	-6
> CC(C)(C)S(=O)(=O)/C(C#N)=C/Nc1ccccn1
→ 7	-40	3	-15

Source: PubChem BioAssay

These rows are one share of the data; rates above refer to the full screens.
